# LYPLA2 inh: blocks human lysophospholipase 2, a PME1 counter-screen; actives 0.38% (n = 320,000); AID 2177; recombinant LYPLA2, FP-Rh probe fluorescence polarization; O95372; inhibition, % at 5.9 µM;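 active = inhibition above the screen-wide mean plus 3 SD, limit set per campaign, cut at about 26% in these data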;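 also: 0% = LYPLA2 with DMSO and 100% = wells lacking LYPLA2 enzyme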
# PAFAH1B2 inh: blocks human PAF acetylhydrolase 1b catalytic subunit 2 | actives 1.2% (n = 340,000) | recombinant PAFAH1B2, FP-rhodamine activity probe, fluorescence polarization | inhibition, % at 3.39 µM | AID 492953 | P68402;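 active = inhibition above the mean of all tested compounds plus 3 SD, cut at about 24% in these data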;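 also: 0% = enzyme with DMSO and 100% = wells lacking PAFAH1B2; many of its hits are not listed in these tables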
# Target sequence (P68402 whole entry, looked up): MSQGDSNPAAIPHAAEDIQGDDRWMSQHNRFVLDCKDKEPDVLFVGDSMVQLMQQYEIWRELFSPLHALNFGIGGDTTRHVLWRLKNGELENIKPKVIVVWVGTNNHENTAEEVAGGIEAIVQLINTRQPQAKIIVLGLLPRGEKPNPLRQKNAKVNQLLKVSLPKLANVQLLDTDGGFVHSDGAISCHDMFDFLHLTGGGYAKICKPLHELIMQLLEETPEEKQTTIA
# PAFAH1B3 inh: PAFAH1B3 (human) inhibition | AID 492972 | recombinant PAFAH1B3, FP-rhodamine probe, fluorescence polarization | inhibition, % at 3.39 µM | actives 0.28% (n = 340,000);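 active = inhibition above the screen-wide average of all tested compounds plus 3 SD, cut at about 25% in these data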;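 also: 0% = enzyme with DMSO only and 100% = wells lacking PAFAH1B3 protein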
# Target sequence (Q15102 whole entry, looked up): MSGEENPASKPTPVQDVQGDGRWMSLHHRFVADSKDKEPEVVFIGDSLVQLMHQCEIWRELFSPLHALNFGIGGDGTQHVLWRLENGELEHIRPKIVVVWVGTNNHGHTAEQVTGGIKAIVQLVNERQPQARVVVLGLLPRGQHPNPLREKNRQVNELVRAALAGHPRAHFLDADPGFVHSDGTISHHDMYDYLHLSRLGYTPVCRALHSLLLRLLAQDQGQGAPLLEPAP
# GSTO1 inh: GSTO1 inhibition, counter-screen for RBBP9 inhibitors; P78417; recombinant GSTO1, activity-based probe fluorescence polarization; inhibition, % at 5.96 µM; actives 1.1% (n = 300,000); AID 1974;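 active = inhibition above the campaign mean inhibition plus 3 SD, cut at about 35% in these data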;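 also: 0% = GSTO1-1 with DMSO and 100% = wells lacking GSTO1-1 enzyme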
# PAD4 FP inh: PAD4 (human) enzyme inhibition; AID 485272; inhibition, % at 6.36 µM; recombinant PAD4, RCA probe fluorescence polarization; actives 0.41% (n = 330,000); Q9UM07;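 active = percent inhibition above a cutoff equal to the mean of all tested compounds plus 3 SD, cut at about 15% in these data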;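 also: 0% = PAD4 with RCA probe and DMSO and 100% = probe without PAD4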
# PME-1 inh: blocks human protein phosphatase methylesterase 1 | Q9Y570 | recombinant PME-1, FP-Rh probe fluorescence polarization | inhibition, % at 5.9 µM | actives 0.53% (n = 320,000);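 active = inhibition above the campaign mean of all compounds plus 3 SD, cut at about 26% in these data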;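 also: competitive labeling of PME-1 active site by serine hydrolase directed probe; 0% = PME-1 with DMSO and 100% = wells lacking PME-1 enzyme; inhibitors block probe labeling so polarization falls and inhibition rises; many of its hits are not listed in these tables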
# Target sequence (Q9Y570 whole entry, looked up): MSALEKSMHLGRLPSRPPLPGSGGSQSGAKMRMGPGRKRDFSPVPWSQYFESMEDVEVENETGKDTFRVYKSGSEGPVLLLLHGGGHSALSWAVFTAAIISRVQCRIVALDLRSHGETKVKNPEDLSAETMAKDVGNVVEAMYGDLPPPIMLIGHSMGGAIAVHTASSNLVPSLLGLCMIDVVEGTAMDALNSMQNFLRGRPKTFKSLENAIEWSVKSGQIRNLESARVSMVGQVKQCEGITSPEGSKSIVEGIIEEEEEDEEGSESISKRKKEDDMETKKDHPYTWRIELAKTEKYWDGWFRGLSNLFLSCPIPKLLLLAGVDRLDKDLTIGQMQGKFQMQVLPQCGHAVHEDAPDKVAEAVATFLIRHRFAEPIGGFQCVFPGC
# PREPL inh: inhibits the human prolyl oligopeptidase-like enzyme; Q4J6C6; recombinant PREPL, fluorescence polarization activity-based probe; inhibition, % at 5.96 µM; AID 2751; actives 0.68% (n = 320,000); in the data active = inhibition above about 43%;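 also: 0% = enzyme with DMSO and 100% = wells lacking enzyme; many of its hits are not listed in these tables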
# LYPLA1 inh: blocks human lysophospholipase 1, a PME1 counter-screen. O75608. inhibition, % at 5.9 µM. actives 0.16% (n = 320,000). recombinant LYPLA1, FP-Rh probe fluorescence polarization;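 active = inhibition above the mean of all tested compounds plus 3 SD, set per campaign, cut at about 14% in these data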;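 also: inhibitors block serine hydrolase probe labeling of LYPLA1 so polarization falls; 0% = enzyme with DMSO and 100% = wells lacking LYPLA1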
# Target sequence (O75608 whole entry, looked up): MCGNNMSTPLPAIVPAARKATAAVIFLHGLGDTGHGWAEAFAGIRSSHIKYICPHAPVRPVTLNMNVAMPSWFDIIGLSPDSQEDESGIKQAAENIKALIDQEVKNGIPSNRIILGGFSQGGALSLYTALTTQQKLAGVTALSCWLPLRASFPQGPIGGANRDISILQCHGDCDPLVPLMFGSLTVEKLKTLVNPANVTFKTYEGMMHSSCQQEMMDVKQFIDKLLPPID
# pPAFAH FP inh: pPAFAH (human) enzyme inhibition | recombinant pPAFAH, FP-rhodamine probe fluorescence polarization | actives 1.5% (n = 330,000) | Q13093 | inhibition, % at 3.39 µM;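 active = inhibition above the mean inhibition across the screen plus 3 SD, cut at about 25% in these data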;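 also: inhibitors block binding of the rhodamine activity-based probe so polarization drops; 0% = enzyme with DMSO and 100% = wells lacking pPAFAH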
# Numbers without * were called inactive; nt = no result given. Only part of the results is shown; the hit share may differ from the screen's.
SMILES,LYPLA2 inh,PAFAH1B2 inh,PAFAH1B3 inh,GSTO1 inh,PAD4 FP inh,PME-1 inh,PREPL inh,LYPLA1 inh,pPAFAH FP inh
N/C(=N\OC(=O)Cc1ccc(-c2ccccc2)cc1)c1ccncc1,-1,-3,0,8,-7,-2,-21,3,3
Cc1c(C(=O)N2CCOCC2)cc(C(C)(C)C)n1-c1ccccc1,-5,51*,7,-5,6,-5,13,1,-3
CCn1nnnc1SCC(=O)Nc1ccc(N(C)C)cc1,-2,-2,6,10,-2,-2,2,-5,2
CC(C)CNC(=S)NC(=O)c1csc([N+](=O)[O-])c1,-6,8,-1,11,0,-2,15,-4,-7
Cc1cc(=O)n(-c2ccc(C(=O)O)cc2)[nH]1,-5,4,11,63*,2,-3,8,-5,-2
c1nc(N2CCCCC2)c2[nH]cnc2n1,0,-4,1,-4,-3,-2,-3,0,3
CCN1CCN(CCCNC(=O)c2ccc(/C=C3/Sc4ccccc4N(Cc4ccccc4F)C3=O)cc2)CC1,-15,-6,-3,-28,2,-8,-4,-8,9
CC(=O)c1ccc(-n2cc(C#N)c(=O)[nH]c2=O)cc1,-6,1,2,0,-5,0,7,0,4
CCCn1c(N)c(C(=O)CSc2nnc(Cc3cccs3)n2C2CC2)c(=O)n(C)c1=O,6,3,3,nt,-3,3,4,1,-1
COC(=O)c1sccc1NC(=O)c1ccc(OC)c([N+](=O)[O-])c1,-6,5,4,7,0,2,0,-5,-2
Cn1c(=O)c2ncn(CC(=O)N=Nc3c(O)[nH]c4ccccc34)c2n(C)c1=O,5,nt,nt,4,1,-8,5,-1,-2
c1cncc(-c2nc3ccccn3c2Nc2ccc3c(c2)OCCO3)c1,8,4,-3,-3,-2,4,16,3,6
COc1ccc(C2CC(=O)n3c(nc4ccccc43)S2)cc1OC (configuration not stated),-4,-2,-1,1,2,-2,-3,-3,4
O=C(COC(=O)[C@@H]1CCCN1C(=O)c1cccs1)NCCc1ccccc1,4,5,8,-2,-2,3,2,-2,11
Cc1cccc2nc(CSc3nc4ccccc4o3)cn12,2,-1,-3,4,1,2,1,3,4
COc1ccc(C(=O)NCC(=O)N/N=C/c2cccnc2)cc1,3,3,2,6,-5,5,0,4,5
O=C1Nc2ccccc2C1(c1ccccc1)c1ccccc1,-4,-2,4,-3,2,-3,-1,1,2
CCOC(=O)C1C(=O)NC(N2CCc3ccccc32)=NC1c1ccccc1 (configuration not stated),10,1,7,5,-1,-2,44*,1,-3
CCOC(=O)NC(=O)C(=CNc1ccccc1OC)C(=O)NC(=O)OCC,3,1,-2,-5,-3,0,-3,-2,2
COc1ccc(NC(=O)CSc2nc3nc(C)cc(C)n3n2)cc1,0,7,-2,0,-3,-6,-8,-4,3
COc1ccc(CCN=C(N)NS(=O)(=O)c2cccs2)cc1,2,8,5,2,0,-1,-3,1,-1
Cc1ccc(C(=O)Nc2ccon2)cc1S(=O)(=O)N1CCCC1,2,-1,4,-1,-5,2,3,4,4
CCCn1c(N)c(N(CCOC)C(=O)c2ccccc2F)c(=O)[nH]c1=O,11,2,1,3,-1,-5,0,4,-2
C/C(=N\Nc1ccc(C(=O)O)cc1)c1nc2ccccc2n1C,-1,nt,nt,4,-1,3,6,3,4
Cc1ccc(CC2CC(=O)N(c3cc(C)on3)C2=O)cc1 (configuration not stated),2,11,-4,4,-1,8,5,0,-1
CCOC(=O)C1=C(c2ccccc2)OC(N)=C(C#N)C1C1CCCCC1 (configuration not stated),4,-3,8,-10,0,-3,-4,-2,7
O=C(Nc1ccccc1[N+](=O)[O-])c1ccc(S(=O)(=O)N2CCCC2)cc1,5,7,4,4,-1,3,10,4,2
Oc1ccc(Nc2nc(-c3ccc4ccccc4c3)cs2)cc1,-3,6,19,5,2,15,36,-6,0
Cc1ccc(NC(=O)CCNS(=O)(=O)c2ccc3c(c2)CCC(=O)N3)cc1C,-4,2,8,-5,0,4,1,-1,8
CCOC(=O)C1(Cc2ccccc2)CCN(Cc2cn(CC(=O)OC)c3ccccc23)CC1,-2,-6,0,0,-2,-1,-8,-2,8
O=C(c1ccc(Cl)c(S(=O)(=O)N2CCCCCC2)c1)N1CCCCC1,-2,3,4,0,-6,5,15,-1,-5
COc1ccc(OC)c(S(=O)(=O)N(C)CC(=O)N2CCc3ccccc3C2)c1,2,7,1,9,-3,-1,2,-1,-3
CCOc1ccc(Nc2cc(=O)oc3ccccc23)cc1,-4,-3,2,-3,0,-6,7,-1,-3
O=C1/C(=C\Nc2ccccc2)CCN1c1ncccn1,1,3,-4,-1,-2,-7,4,1,7
CCC(=S)/C=C1\Sc2ccccc2N1CCCS(=O)(=O)O,-5,1,13,-5,3,3,0,-4,-1
CCN(CC)C(=O)C(C)OC(=O)COc1ccc(Cl)cc1Cl (configuration not stated),4,2,4,-3,-2,0,13,1,7
CCOc1ccccc1NC(=O)CSc1nnc(CNC(=O)c2ccco2)o1,5,2,2,11,3,-1,16,0,3
Cc1cc(N2C(=O)C(O)=C(C(=O)c3cccs3)C2c2ccc(F)cc2)no1 (configuration not stated),-5,3,6,-4,3,-4,2,-2,0
CCN(C(=O)COC(=O)c1cc([N+](=O)[O-])ccc1N1CCOCC1)c1ccccc1,-3,13,8,nt,-3,2,5,0,5
OC[C@H]1OC(O)[C@H](O)[C@@H](O)[C@H]1O (some centres not stated),2,-4,5,4,-1,-1,5,0,1
O=C(NCC1CCCO1)C(C(=O)c1ccccc1)n1ccccc1=O (configuration not stated),0,5,5,1,-2,-1,-3,-3,0
COc1cc2c(cc1OC)CN(C(=O)/C=C/c1cccs1)CC2,2,5,-3,4,-5,3,1,1,-7
Cc1ccc(OCC(=O)NCc2cccnc2)cc1,6,2,8,-5,1,7,-1,4,6
C[C@H](CO)N1C[C@H](C)[C@@H](CN(C)Cc2ccc(-c3ccccc3)cc2)Oc2c(NC(=O)Nc3ccc4c(c3)OCO4)cccc2C1=O,nt,3,-9,nt,-1,nt,38,nt,5
CNc1ccccc1C(C)(C)c1cc(-c2cccc([N+](=O)[O-])c2)no1,-5,1,5,-1,-9,0,-21,2,2
O=C(O)c1ccc(CNCc2ccc(Cl)cc2)cc1,3,4,2,4,2,-4,9,2,5
COc1ccc(OCCCC(=O)Nc2nncs2)cc1,-1,1,0,-3,-1,-2,-3,-2,1
Cc1csc(C(=O)O)c1-c1c(C)csc1C(=O)O,6,3,1,2,-1,9,-5,1,3
NNC(=O)Cn1c2ccccc2c2ccccc21,3,0,12,3,-2,-2,7,-4,1
CCOC(=O)c1c(NC(C)=O)sc2c(OCCN(CC)CC)c(Br)ccc12,-7,-2,4,4,-1,3,-5,-2,-2
# Next section:
SMILES,LYPLA2 inh,PAFAH1B2 inh,PAFAH1B3 inh,GSTO1 inh,PAD4 FP inh,PME-1 inh,PREPL inh,LYPLA1 inh,pPAFAH FP inh
CCn1c(COc2ccc(Cl)cc2)nnc1SCc1ccc(C#N)cc1,5,2,5,6,1,13,-41,0,-2
CC1CCCN(C(=O)c2ccc(Cl)c(S(=O)(=O)N3CCCCCC3)c2)C1 (configuration not stated),6,2,4,nt,0,6,8,-1,4
CCc1nnc(NC(=O)C=C(C)C)s1,6,0,5,4,5,-5,11,-2,1
Cc1cc(C(=O)CSc2nnc(N)s2)c(C)n1CCc1ccc(Cl)cc1,1,14,3,1,-2,-11,-22,-1,14
CC(=O)N1N=C(c2cccs2)CC1c1cccc([N+](=O)[O-])c1 (configuration not stated),-2,-3,3,0,2,-1,16,-3,-6
Cc1cc(C)c2c(=O)n(CC(=O)Nc3cccc(F)c3)sc2n1,9,4,4,7,5,2,10,1,1
COc1ccc(OC)c(C(=O)NC(CC(N)=O)c2ccc(N3CCN(c4ccccc4)CC3)c([N+](=O)[O-])c2)c1 (configuration not stated),6,3,9,-1,-1,4,21,-2,8
Cc1cc(C)cc(-n2ncc3c2CCCC3NC(=O)CN2CCCC2=O)c1 (configuration not stated),-3,-1,5,-6,0,-4,19,0,2
O=C(Nc1nnc(C2=COCCO2)o1)C1CCCCC1,9,2,8,-3,7,-2,13,-1,0
Cc1cccc(-c2nc3ccccc3c(=O)n2NC(=O)c2cccnc2Cl)c1,0,4,-11,4,-4,-2,0,1,4

# Results in LYPLA2 inh, for some of the entries so far:
mol,LYPLA2 inh
CC1CCCN(C(=O)c2ccc(Cl)c(S(=O)(=O)N3CCCCCC3)c2)C1 (configuration not stated),6
CCc1nnc(NC(=O)C=C(C)C)s1,6

# Going on with the list:
SMILES,LYPLA2 inh,PAFAH1B2 inh,PAFAH1B3 inh,GSTO1 inh,PAD4 FP inh,PME-1 inh,PREPL inh,LYPLA1 inh,pPAFAH FP inh
Cc1cc(C)nc(/N=C(\N)N(Cc2ccccc2)Cc2ccccc2)n1,-5,2,1,3,-5,-6,12,-1,7
Cc1cccc(NC(=O)CSCC(=O)N(C)Cc2c(F)cccc2Cl)c1,-3,0,3,1,0,5,-11,2,-2
CCOC(=O)C1=C(CP(=O)(c2ccccc2)c2ccccc2)NC(=O)NC1c1ccc(OC)cc1 (configuration not stated),4,0,10,1,-1,9,24,2,6
COc1ccc(CCNC(=O)Cn2c(=O)n(-c3cc(F)ccc3F)c(=O)c3sccc32)cc1OC,-2,4,0,3,1,2,3,1,3
CCOc1cc(C(=O)NCc2ccc3c(c2)OCO3)cc(OCC)c1OCC,5,6,12,-1,0,-1,15,-3,-3
CC(C)=CCN1CCN(Cc2cccnc2)CC1CCO (configuration not stated),4,5,12,1,-8,1,2,3,3
CCOc1cc(C(=O)NC)cc(Br)c1OCc1ccccc1,9,1,-6,-5,0,-3,-1,0,5
COc1ccc(CNC(=O)[C@H](C)NC(=O)C2CCN(C(=O)[C@@H](N)Cc3ccccc3)CC2)cc1,2,-3,8,3,1,-2,10,-1,2
CS(=O)(=O)Cc1ccc(C(=O)N(CCc2ccccc2)Cc2ccccc2)cc1,0,5,5,-4,0,3,3,-1,6
Cc1ccc(/C=C2\CCCC3=C2NC(=S)NC3c2ccc(C)cc2)cc1 (configuration not stated),-10,3,8,6,-6,-3,-34,-8,11
Cc1nnc(NC(=O)CSc2nccn2C)s1,5,2,8,17,0,0,-9,4,7
Cc1cccc(N(Cc2ccccc2)C(=O)c2ccccc2S(C)(=O)=O)c1,-6,-1,-1,0,2,-1,-6,-5,0
CC(C)Sc1nc2c(c(=O)n(C)c(=O)n2C)n1Cc1ccc(Cl)cc1,-13,-2,4,10,-1,2,3,-7,2
COc1ccc(C(=O)NCCc2nnc(SCC(=O)Nc3ccccc3)n2C)cc1,-8,1,-3,3,-2,2,9,-1,2
COc1cccc(-n2nnc3c(=O)n(Cc4ccc(F)cc4)cnc32)c1,1,3,7,0,-3,0,5,-2,7
Cc1ccc(NC(=S)NN(C)c2cc(C)nc(C)n2)cc1,0,1,0,-1,2,6,-3,-1,0
O=C1CC(N(O)c2ccccc2)C(=O)N1c1ccc(Cl)c(Cl)c1 (configuration not stated),11,-3,4,63*,17*,22,40,2,49*
COc1ccc(Br)cc1C(=O)N/N=C/c1ccc([N+](=O)[O-])cc1,1,1,-2,1,-1,8,12,1,-2
Cc1c(C(=O)N2CCC2)oc2ccc(Br)cc12,5,1,2,-7,1,1,-32,1,0

# Some values from the list.
# Under LYPLA1 inh, `Cc1nnc(NC(=O)CSc2nccn2C)s1` reads 4
# Under PME-1 inh, `CC(C)Sc1nc2c(c(=O)n(C)c(=O)n2C)n1Cc1ccc(Cl)cc1` reads 2
# Under LYPLA2 inh, `Cc1c(C(=O)N2CCC2)oc2ccc(Br)cc12` reads 5
